Bioassay records deposited in PubChem BioAssay by several laboratories.
FXN GAA850 act: FXN promoter activators, primary screen, cell-based, luciferase luminescence, HEK293 lucGAA850. HEK293 lucGAA850 FXN promoter luciferase reporter, 24 h; percent of 10 µM SAHA response. activation, % at 6 µM. 0.56% of 360,000 active;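 active = activation above the average of all compounds screened plus 3 SD, cutoff fixed separately per campaign, cut at about 7.5% in these data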;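 note: 0% = DMSO wells and 100% = 10 µM SAHA wells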
ADAM10 inh: human ADAM10 inhibitors, primary screen, biochemical, QFRET, HTS. Disintegrin and metalloproteinase domain-containing protein 10 (Homo sapiens), O14672. recombinant ADAM10, EDANS/DABCYL FRET peptide cleavage, 3 h. inhibition, % at 7 µM. 0.62% of 370,000 active. AID 720582, 2013;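 active = inhibition above a per-campaign cutoff equal to the mean of compounds falling between control-based bounds plus 3 SD, cut at about 20% in these data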;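 note: 0% = DMSO wells while the 100% control is not disclosed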
Target sequence (O14672 214-748 limits assumed): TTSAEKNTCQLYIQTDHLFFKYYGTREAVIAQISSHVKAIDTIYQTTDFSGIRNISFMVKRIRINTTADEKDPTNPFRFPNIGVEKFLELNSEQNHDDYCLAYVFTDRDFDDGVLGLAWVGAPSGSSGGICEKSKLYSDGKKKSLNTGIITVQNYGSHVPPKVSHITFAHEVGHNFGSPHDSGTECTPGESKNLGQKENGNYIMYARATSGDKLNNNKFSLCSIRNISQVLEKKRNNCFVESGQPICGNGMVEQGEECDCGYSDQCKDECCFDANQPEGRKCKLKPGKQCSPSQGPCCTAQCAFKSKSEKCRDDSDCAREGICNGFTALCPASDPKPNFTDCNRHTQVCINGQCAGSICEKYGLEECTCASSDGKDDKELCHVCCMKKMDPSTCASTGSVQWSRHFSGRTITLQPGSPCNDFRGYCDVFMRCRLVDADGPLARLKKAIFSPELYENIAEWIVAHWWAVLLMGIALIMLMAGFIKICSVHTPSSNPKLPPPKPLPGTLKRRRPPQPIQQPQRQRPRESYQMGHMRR
HGIII-sPLA2 inh: human group III sPLA2 inhibitors, primary screen, biochemical, QFRET, BODIPY PC-A2 liposome substrate | Group 3 secretory phospholipase A2 (Homo sapiens), Q9NZ20 | 0.56% of 370,000 active | inhibition, % at 12.2 µM | QFRET BODIPY PC-A2 liposome hydrolysis, fluorescence;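 active = inhibition above mean plus 3 SD of compounds lying within the high and low control bounds, cut at about 19% in these data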;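 note: 0% = median of test compound wells and 100% = no enzyme DMSO wells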
Target sequence (Q9NZ20 whole entry, looked up): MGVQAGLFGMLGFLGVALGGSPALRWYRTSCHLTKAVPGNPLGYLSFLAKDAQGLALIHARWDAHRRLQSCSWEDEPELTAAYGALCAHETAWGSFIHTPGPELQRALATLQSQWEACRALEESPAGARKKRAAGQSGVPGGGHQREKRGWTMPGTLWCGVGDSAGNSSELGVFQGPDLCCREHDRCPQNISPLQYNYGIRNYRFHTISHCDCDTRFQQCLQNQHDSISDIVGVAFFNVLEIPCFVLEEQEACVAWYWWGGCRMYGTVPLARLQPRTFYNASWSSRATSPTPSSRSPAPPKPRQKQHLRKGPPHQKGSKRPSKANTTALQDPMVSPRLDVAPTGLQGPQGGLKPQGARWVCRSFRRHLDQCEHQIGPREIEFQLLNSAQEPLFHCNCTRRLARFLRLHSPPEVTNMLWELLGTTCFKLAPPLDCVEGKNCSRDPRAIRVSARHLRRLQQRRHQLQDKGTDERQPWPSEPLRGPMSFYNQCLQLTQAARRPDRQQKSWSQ
DAX1 inh-1: DAX1 (NR0B1) inhibitors, primary screen, cell-based, HEK293, Gal4-DAX1, luciferase luminescence | Nuclear receptor subfamily 0 group B member 1 (Homo sapiens), P51843 | HEK293 Gal4-DAX1 luciferase reporter | inhibition, % at 6.75 µM | 0.99% of 340,000 active | AID 504766, 2011;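 active = inhibition above the mean over all tested compounds plus 3 SD, cut at about 4.2% in these data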;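 note: 0% = DAX1-transfected cells with DMSO and 100% = empty-vector control cells with DMSO; inhibition shows as a rise in luminescence from relieved DAX1 repression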
ssDAF12 agonist: S. stercoralis DAF-12 nuclear receptor activators, primary screen, cell-based, luminescence, HEK293, GRIP1 co-expression, lit1-tk-luc; 1% of 370,000 active; Nuclear hormone receptor DAF-12 (Strongyloides stercoralis); HEK293 ssDAF-12/GRIP1 lit1-tk-luc reporter; % of 3 µM dafachronic acid response; activation, % at 6.8 µM;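 active = activation above the mean over all tested compounds plus 3 SD, cut at about 0.9% in these data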;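 note: 0% = DMSO-only wells and 100% = 3 µM delta7-dafachronic acid wells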
SMARCA2 act: SMARCA2 (BRM) function activators, primary screen, cell-based, luminescence, high throughput | MG213 cells, MMTV-luciferase reporter, dexamethasone, overnight | activation, % at 9.1 µM | 1% of 370,000 active | AID 652017, 2013; in the data active = activation above about 7.8%;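 note: 0% = vehicle wells and 100% = reference activator wells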
NPR1 activator: GC-A stimulated cGMP production enhancers – HEK293 GC-A cells, cGMP TR-FRET, EC30 ANP, primary screen. activation, % at 10 µM. AID 1671463, 2021. 0.14% of 370,000 active. Atrial natriuretic peptide receptor 1 (Homo sapiens), P16066. 0% at EC30 ANP, 100% saturating ANP; in the data active = activation above about 40%
hcDAF12 agonist: H. contortus DAF-12 nuclear receptor activators, primary screen, cell-based, luminescence, HEK293, lit1-tk-luc reporter; HEK293 hcDAF-12 lit1-tk-luc reporter; 0% DMSO, 100% Δ7-dafachronic acid; activation, % at 6.8 µM; 1.4% of 370,000 active;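 active = activation above the mean of all tested compounds plus 3 SD, cut at about 5.5% in these data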;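 note: 100% = response to 3 µM Δ7-dafachronic acid high control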
DAX1 inh-2: DAX1 (NR0B1) inhibitors on StAR promoter, primary screen, cell-based, luminescence, SF-1 (NR5A1), full-length DAX-1. HEK293T StAR-luciferase reporter, SF-1/DAX-1 repression relief. inhibition, % at 6.8 µM. 1.1% of 370,000 active. AID 652010, 2013;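 active = inhibition above the mean over all tested compounds plus 3 SD, cut at about 3.6% in these data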;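 note: 0% = DAX-1 cells with DMSO and 100% = cells lacking DAX-1 with DMSO; higher inhibition means more luminescence from relief of DAX-1 repression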
hgDAF-12 ag: H. glycines DAF-12 receptor agonists, primary screen, cell-based, luminescence, HEK293, GAL4 fusion, UAS-luciferase; Nuclear hormone receptor DAF-12 (Heterodera glycines), GAL4 fusion; HEK293 GAL4-hgDAF12 UAS-luciferase reporter, agonist luminescence; normalized to butyrate control; activation, % at 6.8 µM; 1.8% of 370,000 active;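 active = activation above a cutoff set at the mean of all screened compounds plus 3 SD, cut at about 10% in these data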;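 note: 0% = DMSO wells and 100% = sodium butyrate wells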
NPR2 activator: human GC-B receptor activators, primary screen, HEK293 GC-B cells, cGMP TR-FRET, EC30 CNP. Atrial natriuretic peptide receptor 2 (Homo sapiens), P20594. 0% at EC30 CNP, 100% saturating CNP. activation, % at 10 µM. 0.11% of 370,000 active. AID 1920062, 2024;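 active = activation at 10 µM reaching about 35% in either raw or pattern-adjusted values, limit read from the data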
An asterisk follows results filed as active; i = inactive; · = not tested or not shown.

SMILES	FXN GAA850 act	ADAM10 inh	HGIII-sPLA2 inh	DAX1 inh-1	ssDAF12 agonist	SMARCA2 act	NPR1 activator	hcDAF12 agonist	DAX1 inh-2	hgDAF-12 ag	NPR2 activator
COc1ccc([C@@H]2C[C@H]3[C@@H](CN2S(=O)(=O)c2ccccc2)C(=O)C[C@@H](c2cccc4ccccc24)N3S(=O)(=O)c2ccc(C)cc2)cc1	-5.6	-3	-4	-0.4	-1.1	-5	-3	-2.5	-1.3	-2.8	7
COc1cc(-c2ccc3oc(-c4ccsc4)cc3c2)cc(OC)c1OC	-2.0	-4	0	0.7	-1.1	0	0	-0.1	0.1	1.1	2
N#Cc1c(-c2cccs2)cc(-c2cccs2)[nH]c1=O	0.4	-138	-9	·	-0.4	-4	10	-0.5	-0.6	-1.1	-10
Cc1cn(S(=O)(=O)c2cc(Br)ccc2Br)cn1	0.4	6	-2	1.2	-1.6	8	0	-0.2	1.1	0.8	4
COc1cccc(C2=NOC(C(=O)Nc3cccnc3Cl)C2)c1OC (stereo unspecified)	2.8	6	2	-0.3	-1.3	0	4	-1.3	-0.5	0.0	-6
Cc1cc(Nc2cccc([N+](=O)[O-])c2)c2ccccc2n1	5.0	3	-2	-0.9	-2.2	2	2	-1.7	-0.4	-2.4	0
COc1ccc(NC(=O)Nc2ccc3c(c2)C(=O)N([C@H](C)CO)C[C@H](C)[C@@H](CN(C)C(=O)Nc2c(C)noc2C)O3)cc1	-1.0	-3	4	1.9	-0.7	0	3	0.9	-0.4	-2.2	2
COc1ccc(NS(=O)(=O)c2cccc(C(=O)NCC(c3ccc(F)cc3)N3CCOCC3)c2)cc1 (stereo unspecified)	-1.6	-14	-10	-0.4	-0.7	0	-2	-1.4	-0.8	-2.8	-3
COc1ccccc1CNC(=O)CN1C(=O)COc2ccc(S(=O)(=O)N3CCCCC3)cc21	-0.6	-3	2	-0.5	-0.4	-2	2	1.9	0.3	-1.6	-2
CC(=O)Nc1ccc(OCC(O)Cn2nc(C)nc2C)cc1 (stereo unspecified)	2.7	5	6	-0.4	-1.0	-1	-1	-1.4	0.0	-4.3	5
CCOC(=O)[C@]12CCCC3=C1N(CCC3)C(=O)[C@@H](CC(=O)N1CCCCC1)C2	·	-3	16	·	-0.8	-4	3	0.5	-0.2	-3.1	5
COc1cccc(NS(=O)(=O)c2cc3c4c(c2)CCC(=O)N4CCC3)c1	2.1	-4	-6	-0.4	-1.2	-2	-6	-0.5	-3.1	-2.1	-6
Cc1ccc(-c2nc(NC(=O)CSc3ncn[nH]3)ns2)cc1	2.4	-9	-27	0.1	-0.7	0	27	0.5	0.0	6.6	-3
Cc1cccc(S(=O)(=O)N2CCC[C@H]2C(=O)N2CCC[C@@H]2C(=O)NCc2ccccc2)c1	·	2	11	·	-1.1	-1	-1	0.1	-0.8	-1.8	-7
COC(=O)C[C@H]1c2cc(F)ccc2S(=O)(=O)N1C(C)C	0.7	-3	-4	0.8	-1.5	1	2	-1.3	0.2	0.9	5
Cc1cc(C)c2oc(C(=O)NCCc3ccc(S(N)(=O)=O)cc3)cc(=O)c2c1	1.0	-15	1	0.5	-1.1	-1	3	-1.2	0.1	3.4	-7
CCOC(=O)C1CCCN(C(=O)c2cc(C#N)cs2)CC1 (stereo unspecified)	-0.8	-4	6	·	-1.1	-1	3	-0.4	0.0	0.7	-1
CCn1c(C)nc2cc(C(=O)N/N=C/c3ccc(OC)c(O)c3)ccc21	2.4	-12	5	0.0	-1.3	-4	-2	-1.5	-0.2	-3.9	-4
COc1ccc(C(=O)NC(=S)N2CCN(c3ccccc3O)CC2)cc1	-1.3	-11	7	-1.1	-1.0	-1	-2	-1.8	0.1	2.5	-2
CC1(C)CC(=O)C(C2c3ccccc3S(=O)(=O)c3ccccc32)C(=O)C1	1.6	-4	3	5.5*	-2.1	-4	0	-1.4	-0.8	-0.9	0
O=C(c1cccn2c(=O)c3ccccc3nc12)N1CCN(Cc2ccc3c(c2)OCO3)CC1	2.8	i	-1	-0.2	-2.0	1	9	-1.1	-0.6	-2.5	10
O=C(O)CC/C(=N/NC(=O)c1cccs1)c1ccccc1	4.8	7	-3	2.8	0.6	9.2*	1	9.6*	5.8*	14*	1
CCOC(=O)Cn1nc(C)c(NC(=O)CCc2ccc(OC)cc2)c1C	-0.2	-1	-1	1.1	-1.2	0	5	-0.9	-0.3	-1.2	2
CCNC(=O)NC(=O)C(C)On1nnc2ccc(S(=O)(=O)N(CC)CC)cc21 (stereo unspecified)	2.8	-1	9	-1.2	-1.2	-4	1	-1.5	-0.5	-2.7	2
COc1ccc(-c2cc(=O)oc3c(C)c(OCC(=O)N(C)C)ccc23)cc1	0.5	-22	3	0.2	-1.8	-2	2	-3.7	-0.6	0.6	-6
COc1ccc(C(=O)NCCc2cn3ccc(C)cc3n2)cc1	-2.1	-20	16	1.2	-1.3	0	1	0.5	-0.2	-1.4	0
O=C1CCN(Cc2ccc(Br)cc2)CCN1[C@H](CO)Cc1ccccc1	-0.3	-2	-8	-0.3	-1.1	-1	-2	-1.5	-0.7	-1.6	3
CC(C)c1ccc(CN2CCC(C)(Oc3ccc(Cl)cc3)C2)cc1 (stereo unspecified)	2.4	-7	-2	·	-1.0	-2	5	-1.4	-0.1	-0.4	-1
CC(=O)Nc1ccc(OCC(O)Cn2c(CO)nc3ccccc32)cc1 (stereo unspecified)	-1.3	3	-4	0.1	-1.3	-2	2	0.0	0.6	0.7	-2
COc1ccc(OC)c(/C=C/C(=O)N2C(=O)c3cccc(N)c3C2=O)c1	9.2*	-285	1	1.3	-0.4	-2	1	1.4	0.5	2.1	-9
Cc1ccc(OCC2Cn3c(nc4c3c(=O)[nH]c(=O)n4C)O2)cc1 (stereo unspecified)	-1.4	-4	-3	2.1	-0.9	3	-6	-1.6	-0.5	-1.8	-7
O=C(Nc1ccc(N2CCCCC2)cc1)c1cccnc1	6.0	6	6	0.9	-0.8	4	-7	0.5	0.8	4.2	-14
CCC(C)(C)NC(=O)C(c1cccn1C)N(C(=O)Cn1nnc2ccccc21)c1ccccc1OC (stereo unspecified)	-3.5	1	-23	0.1	-0.9	-6	-2	-1.9	1.3	-1.7	0
COc1ccc2oc(C(=O)NCc3cc(OC)c(OC)cc3OC)c(C)c2c1	0.5	-16	-8	-2.1	-1.1	-4	6	-3.1	-0.8	0.9	-6
O=C(c1ccc(-n2cncn2)c([N+](=O)[O-])c1)N1CCN(S(=O)(=O)c2cccc(F)c2)CC1	-3.0	-2	-3	-0.3	-1.1	1	0	-0.5	-0.7	-1.9	-3
CCOC(=O)c1sc(NC(=O)CCN2C(=O)C3CCCCC3C2=O)cc1C (stereo unspecified)	1.2	11	-7	0.4	-1.9	3	-2	-0.4	-0.9	-1.2	1
CC(NC(=S)Nc1ccc(OC(F)F)cc1OC(F)F)C(C)(C)C (stereo unspecified)	1.2	11	17	-1.7	-0.7	-5	0	-1.1	-0.2	1.8	5
O=C(NCc1cccs1)C(=O)NCC(c1ccco1)N1CCN(c2ccccc2F)CC1 (stereo unspecified)	-1.1	0	-3	1.8	-1.5	-1	2	-0.8	-0.9	-3.3	2
CCN1C(=O)N(C(C)=O)[C@H]2C[C@H](C(=O)N3CCCC3)[C@H](C)[C@H](c3ccccc3)C[C@H]21	·	-14	0	·	-1.4	-6	-2	-0.8	0.8	-0.4	-5
O=C(COC(=O)C1=COCCO1)Nc1ccc(Br)cc1Br	-0.1	-2	-7	0.8	-0.9	5	0	-0.1	0.0	2.2	-3
COC(=O)c1cc(NC(=O)c2nccnc2C(=O)O)cc(C(=O)OC)c1	-0.4	-65	1	-0.4	-1.5	3	0	0.5	0.0	0.1	-1
Nc1nc(-c2cccnc2)nn1S(=O)(=O)c1ccccc1	4.2	-1	-5	1.1	-0.6	0	-1	0.0	0.1	0.6	-1
CC(=O)Nc1cc(C(=O)O)ccc1S(=O)(=O)c1ccc(C)cc1	-0.3	-32	2	-0.8	-0.9	-1	-1	-1.2	-0.5	1.3	-5
CC(C)(C)[C@@H]1CCC(=O)N(CC[C@H](N=[N+]=[N-])c2ccccc2)CC1	0.9	-2	-3	0.5	-1.5	2	1	-1.6	-0.7	-0.7	2
CCOc1ccc(S(=O)(=O)NCc2ccccc2Cl)cc1C(N)=O	0.8	-10	4	0.0	-2.1	-4	-4	-0.6	-0.3	-1.7	3
CC[n+]1c(C)n(-c2ccccc2)c2ccc(NC(C)=O)cc21	3.3	-28	-2	-1.1	-1.6	-5	5	-2.8	-1.6	-4.5	1
Cc1nnc(C)c2c(C)n(-c3ccccc3)c(C)c12	2.4	-68	-4	0.1	-0.7	-2	-2	0.3	-0.4	-2.0	-1
Cc1c2c(nc3c(C(=O)NC4CCCC4)cnn13)CCCC2	6.1	-130	2	0.7	-1.7	1	14	-2.8	-0.4	3.5	14
CN1CCC(N(C)CC(=O)Nc2ccccc2N2CCOCC2)CC1	-0.7	-3	-1	-0.7	-1.0	-2	-2	0.4	0.1	-1.1	0
CC(C)NC(=O)CC(=O)N/N=C/c1ccc(Br)cc1	-1.2	-1	4	-1.2	-1.4	1	3	0.8	0.0	-0.9	-3
COc1cc2cc(CCOC(=O)c3ccc(F)cc3)oc(=O)c2cc1OC	-0.6	3	-8	-0.1	-1.4	1	-2	-1.2	-0.1	-1.1	-8
CC(=C1C(=O)c2ccccc2C1=O)N1CCC(C(N)=O)(N2CCCCC2)CC1	0.4	-6	6	0.4	-0.9	-1	2	0.8	-0.2	0.1	7
OC[C@@H]1CN(CCNc2ccccc2)C[C@H](n2cnc3c(NCc4ccncc4)ncnc32)O1	0.6	-23	6	·	-1.1	-5	2	0.1	-0.3	-0.3	-1
